Screening results as filed in PubChem BioAssay.
MrgX1 antagonist – human MrgX1 receptor antagonism, primary screen. Q96LB2. MRGX1-HEK293 calcium flux, Fluo-4, BAM8-22 antagonism; stronger effect = lower value. B-score at 10 µM. 310,000 compounds, 1.3% hits;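 active = calcium-response B-score plate-corrected more than 3 library SD below zero, starting fluorescence within 5 deviations, no agonist response on first addition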;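 note: peak minus trough fluorescence over baseline after final BAM8-22 challenge near maximal dose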
Target sequence (Q96LB2 whole entry, looked up): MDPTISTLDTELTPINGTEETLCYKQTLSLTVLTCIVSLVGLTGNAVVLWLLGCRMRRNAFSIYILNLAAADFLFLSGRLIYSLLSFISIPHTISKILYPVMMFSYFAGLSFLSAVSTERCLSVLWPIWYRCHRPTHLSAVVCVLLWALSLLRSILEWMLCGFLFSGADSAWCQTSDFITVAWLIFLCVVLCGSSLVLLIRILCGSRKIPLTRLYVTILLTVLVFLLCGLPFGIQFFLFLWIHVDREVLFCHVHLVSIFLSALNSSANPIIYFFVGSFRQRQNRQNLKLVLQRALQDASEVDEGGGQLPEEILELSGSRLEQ
TRPC4 PAM – allosterically enhances the mouse TRPC4 cation channel | HEK293 TRPC4beta/mu-opioid, DAMGO EC20, Fluo-4 Ca2+ flux; stronger effect = higher value | AID 2227 | Q9QUQ5 | B-score at 10 µM | 310,000 compounds, 0.42% hits;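 active = B-score of calcium response area above 5 SD of library B-scores, with initial fluorescence ratio within 5 SD of library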;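 note: B-score of integrated fluorescence ratio over time as area under calcium response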
HIF activator – HIF pathway transcriptional activation; 300,000 compounds, 0.32% hits; activation, % at 7.5 µM (by protocol); U2OS HRE-luciferase reporter, luminescence; normalized: DMSO 0%, desferrioxamine 100%;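 active = mean activation of at least 10% of the iron chelator positive control signal, with at least half of replicates also reaching 10%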
TRPC6 act – mouse TRPC6 channel activation; HEK293-TRPC6 membrane potential dye fluorescence; stronger effect = higher value; B-score at 10 µM; 310,000 compounds, 0.13% hits;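 active = B-score of the integrated fluorescence ratio above library mean plus 3 SD, and starting fluorescence ratio within library mean plus 5 SD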;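 note: higher score means more depolarization so channel activation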
PolyA inh – yeast polyadenylation inhibition. AID 1875. calls only at 12 µM. S. cerevisiae SKY197-pL101 polyadenylation reporter, beta-gal luminescence; efflux-impaired pdr1/pdr3 knockout yeast; score 100 = 6 SD above DMSO. 300,000 compounds, 0.02% hits;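 active = lowest replicate activity score at least 50, where 100 means six control SD above control mean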;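 note: yeast exposed to compound for 9 h at 30 °C; higher score means more reporter readthrough which indicates perturbed polyadenylation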
TRPC6 inhibitor – inhibitors of mouse TRPC6 channel; Q61143; HEK293-TRPC6, membrane potential dye, ACh-evoked depolarization; stronger effect = lower value; B-score at 10 µM; 310,000 compounds, 1.1% hits; AID 2553;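 active = B-score under library mean minus 3 SD, initial fluorescence not abnormally high, positive integrated signal ratio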;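 note: B-score derived from integrated fluorescence ratio over the kinetic read; more negative B-score means stronger inhibition of depolarization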
MrgX1 agonist – agonists of human MrgX1 receptor. 310,000 compounds, 0.44% hits. B-score at 10 µM. AID 588627. MrgX1-HEK293 cells, Fluo-4 calcium fluorescence, agonist mode; stronger effect = higher value;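 active = calcium response B-score plate-corrected fluorescence ratio at least 3 library SD, with starting fluorescence B-score inside 5 SD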
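Material: MrgX1-expressing HEK293 cells; input: 15,000 cells per well; doses: test compound given as first of three sequential additions; schedule: overnight plating before 1 h dye loading; technique: Fluo-4 NW calcium-flux fluorescence, kinetic read; evaluation: baseline-normalised fluorescence change ratio, B-scored; control set: plate-wise positive and negative controls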
MrgX1 PAM – human MrgX1 positive allosteric modulation, primary screen | Q96LB2 | MrgX1-HEK293, Fluo-4 calcium flux, FDSS; stronger effect = higher value | B-score at 10 µM | 310,000 compounds, 0.63% hits | AID 588675;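 active = plate-corrected calcium response at least 3 library SD above typical, normal starting fluorescence, not activating the receptor alone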;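 note: compound read alongside a low EC10 to EC30 dose of BAM8-22 agonist; peak minus trough fluorescence over baseline measured at the second addition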
TRPC4 inh – TRPC4 (mouse) channel inhibition; HEK293 TRPC4beta/mu-opioid, DAMGO-evoked Fluo4 calcium flux; stronger effect = lower value; B-score at 10 µM; 300,000 compounds, 0.39% hits; AID 2247;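 active = B-score over 3 SD under the library average, no early fluorescence shift, positive overall ratio signal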
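Assay system: Stable TRPC4beta/mu-opioid receptor HEK293 cells | Reagent: DAMGO in two steps, submaximal then maximal | Compound dosing: Single concentration per test compound | Signal: Fluo4 Ca2+ flux fluorescence | Evaluation: Per-well B score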
TRPC4 agonist – opens the mouse TRPC4 cation channel | HEK293 TRPC4beta/mu-opioid, Fluo4 calcium fluorescence; stronger effect = higher value | B-score at 10 µM | 310,000 compounds, 0.49% hits | AID 2237;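 active = B-score above 5 SD of library B-scores, and initial fluorescence ratio not above library mean plus 5 SD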;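 note: positive B-score marks a calcium rise read as TRPC4 activation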
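Assay system: HEK293 cells stably co-expressing mouse TRPC4beta and mu-opioid receptor / Timing: Fluo4 dye loading 45 min at room temperature, 110 s recording / Signal: Fluo4 calcium-sensitive dye fluorescence, kinetic, 1 Hz baseline / Read-out: integrated baseline-normalised fluorescence ratio, converted to per-well B score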
AI-2 QS modul – modulators of Vibrio harveyi AI-2 quorum sensing system; Vibrio harveyi JMH597 AI-2 luminescence/OD600 ratio, 9 h; stronger effect = lower value; strain lacks LuxN and CqsS sensors; 0 = neutral-control median; AID 2094; activity change, % at 7.5 µM; 300,000 compounds, 0.4% hits; in the data active = activity change below about -75%, passing the limit was not always enough;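 note: luminescence divided by OD600 gain over 9 h not by final OD600 alone; inactives centre near 13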
The depositor's hits bear a star; i = inactive; · = not tested or not shown. An excerpt; count on the stated rates, not on these rows.

Values run as follows: MrgX1 antagonist	TRPC4 PAM	HIF activator	TRPC6 act	PolyA inh	TRPC6 inhibitor	MrgX1 agonist	MrgX1 PAM	TRPC4 inh	TRPC4 agonist	AI-2 QS modul
- CCCCNC(=O)C12CCC(C)(C(=O)C1Br)C2(C)C (stereo not given)
→ i	i	0.1	i	i	i	i	i	i	i	15
- CCOc1ccc(-n2nc3c(SCCN4CCCC4)nnc(C)c3c2C)cc1
→ -4.7*	i	0.1	i	i	i	i	i	i	i	11
- O=C(O)/C(=C\c1ccco1)NC(=O)c1cccc2ccccc12
→ i	i	-0.1	i	i	i	i	i	i	i	18
- CSc1ccccc1NC(=O)c1csc(C)c1
→ i	i	1.3	i	i	i	i	i	i	i	-2
- Cc1nn(CC(=O)NCc2cccc(F)c2)c(=O)c2cccn12
→ i	i	0.0	i	i	i	i	i	i	i	11
- COc1ccccc1N(Cc1ccccc1)S(=O)(=O)c1cccc(C(=O)Nc2ccc(C(C)=O)cc2)c1
→ i	i	0.6	i	i	i	i	i	i	i	13
- CCOC(=O)CCc1c(C)c2ccc(OCc3ccc([N+](=O)[O-])cc3)cc2oc1=O
→ i	i	0.2	i	i	i	i	i	i	i	7
- O=C(COC(=O)CC1Sc2ccccc2NC1=O)NCc1ccccc1 (stereo not given)
→ -11*	i	1.1	i	i	i	i	i	i	i	21
- CCCc1c(C(=O)N/N=C/c2ccncc2)nnn1-c1nonc1N
→ ·	i	-0.7	i	i	i	·	·	i	i	25
- COc1ccccc1CNC(=O)C(NC(=O)c1ccc(C)cc1)C(C)C (stereo not given)
→ i	i	1.0	i	i	i	i	i	i	i	-2
- COCCN(C(=O)COC(=O)c1c(-c2ccccc2)noc1C)c1c(N)n(Cc2ccccc2)c(=O)[nH]c1=O
→ i	i	0.3	i	i	i	i	i	i	i	7
- Cc1cc(C)nc(NS(=O)(=O)c2ccc(NC(=O)C3(c4ccccc4)CCCC3)cc2)n1
→ i	i	-0.2	i	i	i	i	i	i	i	14
- CCN(CC(=O)Nc1c(F)cccc1F)C(=O)c1cc(S(=O)(=O)NCc2ccccc2)ccc1C
→ i	i	-0.4	i	·	i	i	i	i	i	19
- CCN1CCN(c2ncnc3c2sc(=S)n3-c2ccccc2)CC1
→ i	i	-0.1	i	i	i	i	i	i	i	19
- COc1cc(-n2cnnn2)ccc1S(=O)(=O)N1CCOCC1
→ i	i	0.0	i	i	i	i	i	i	i	18
- COCc1nc2oc3ccccc3c(=O)c2cc1C(=O)OC
→ i	i	1.1	i	i	i	i	i	i	i	11
- CS(=O)(=O)NNC(=O)c1sccc1OCc1ncc(C(F)(F)F)cc1Cl
→ i	i	-0.4	i	i	i	i	i	i	i	-16
- O=C(CCC(=O)N1CCCC1)N1CCCC1
→ i	i	0.3	i	i	i	i	i	i	i	1
- Cc1[nH]c(C)c(S(=O)(=O)Nc2ccc(OC(F)(F)F)cc2)c1C(=O)N1CCCCC1
→ i	i	0.4	i	i	i	i	i	i	i	4
- Cc1ccc(S(=O)(=O)N2CCN(C(=O)COC(=O)C3CCC3)CC2)cc1
→ i	i	0.2	i	i	i	i	i	i	i	6

Overlap with the part before: two compounds, then new ones.
Values run as follows: MrgX1 antagonist	TRPC4 PAM	HIF activator	TRPC6 act	PolyA inh	TRPC6 inhibitor	MrgX1 agonist	MrgX1 PAM	TRPC4 inh	TRPC4 agonist	AI-2 QS modul
- Cc1[nH]c(C)c(S(=O)(=O)Nc2ccc(OC(F)(F)F)cc2)c1C(=O)N1CCCCC1
→ i	i	0.4	i	i	i	i	i	i	i	4
- Cc1ccc(S(=O)(=O)N2CCN(C(=O)COC(=O)C3CCC3)CC2)cc1
→ i	i	0.2	i	i	i	i	i	i	i	6
- Cc1nn(Cc2ccc(C(=O)NC(C)(C)C)o2)c(C)c1Br
→ i	i	0.4	i	i	i	i	i	i	i	8
- Cc1ccc(N(CC(=O)NCCSc2ccccn2)S(=O)(=O)c2ccc(F)cc2)cc1
→ i	i	0.4	i	i	i	i	i	i	i	8
- CCOC(=O)N1CCC(NCCNC(=O)c2ccccc2Cl)CC1
→ i	i	0.0	i	i	i	i	i	i	i	27
- CC(C)Oc1ccc(C2C(C(=O)c3ccco3)=C(O)C(=O)N2Cc2cccnc2)cc1 (stereo not given)
→ i	i	-0.4	i	i	i	i	i	i	i	46
- COc1cccc(NC(=O)c2ccc(CN3CCN(c4ccccc4)CC3)cc2)c1
→ i	i	0.8	i	i	i	i	i	i	i	31
- CCOC(=O)N1CCN(C2=C(NS(=O)(=O)c3ccc(NC(C)=O)cc3)C(=O)c3ccccc3C2=O)CC1
→ i	i	0.0	i	i	i	i	i	i	i	1
- CC(C)c1nc2cc(Cl)ccc2n(Cc2ccccc2)c1=O
→ i	i	-0.5	i	i	i	i	i	i	i	4
- O=C1C(Cc2ccccc2)NC(=S)N1Cc1ccccc1 (stereo not given)
→ i	i	-0.3	i	i	i	i	i	i	i	2
- CCCCCCN(C(=O)CCCCCN1C(=O)NC(c2ccc(-c3ccccc3)cc2)C(C(=O)OCc2ccccc2)=C1C)C(C(=O)NCCCC)C1CCCCC1 (stereo not given)
→ ·	i	0.1	i	i	i	·	·	i	i	-2
- COc1ccc(NC(=O)O/N=C/c2c(C)nn(C(C)(C)C)c2C)cc1
→ i	i	0.4	i	i	i	i	i	i	i	17
- CC(=O)c1c(C)[nH]c(C(=O)OCC(=O)Nc2ccccc2Cl)c1C
→ i	i	1.4	i	i	i	i	i	i	i	12
- C=CCN(c1ccc(C(=O)OC)cc1)S(=O)(=O)c1ccccc1
→ i	i	-0.4	i	i	i	i	i	i	i	12
- CCN(CC)c1cc(Oc2ccccc2)ncn1
→ i	i	0.5	i	i	i	i	i	i	i	6
- O=C(Nc1ccccc1O)c1cccc(S(=O)(=O)Nc2ccccc2O)c1
→ i	i	-0.5	i	i	i	i	i	i	i	18
- CCN(CC)c1ccc(/C=N/NC(=O)c2cccc(S(=O)(=O)Nc3ccccc3OC)c2)cc1
→ i	i	-0.5	i	i	i	i	i	i	i	25
- O=C(N/N=C\c1c(F)c(F)c(F)c(F)c1F)c1ccc(-c2ccccc2)cc1
→ i	i	-0.5	i	i	i	i	i	i	i	-3
- Brc1ccc2cccnc2c1
→ i	i	-0.1	i	i	i	i	i	i	i	15
- Cc1ccc2c(c1)C(C)(C)[C@]1(C)NC(=O)CCN21
→ i	i	-0.3	i	i	i	i	i	i	i	27
- Cc1occc1C(=O)NNC(=O)c1ccccc1F
→ i	i	2.4	i	i	i	i	i	i	i	8
- CCN(CC)CCNC(=O)c1c(O)c2cc(OC)c(OC)cc2[nH]c1=O
→ i	i	-1.0	i	i	i	i	i	i	i	-11
- CCC(C)Sc1nc(O)cc(=O)[nH]1 (stereo not given)
→ i	i	0.0	i	i	i	i	i	i	i	26
- CCn1c2ccccc2c2cc(NC(=O)CNCC3CCCO3)ccc21 (stereo not given)
→ i	i	0.6	i	i	i	i	i	i	i	30
- COc1ccc(Cl)cc1NC(=O)c1cccc(N2C(=O)C3CC=CCC3C2=O)c1 (stereo not given)
→ i	i	0.1	i	i	i	i	i	i	i	20
- COc1ccccc1C(=O)N1CCN=C1SC
→ i	i	1.9	i	i	i	i	i	i	i	14
- COC(=O)c1ccc(NC(=O)CNC(=O)C2CCCCC2)cc1
→ i	i	2.2	i	i	i	i	i	i	i	18
- Cc1ccc(NC(=O)c2cccc(C(=O)Nc3ccc(C)cc3C(=O)O)c2)c(C(=O)O)c1
→ i	i	-33	i	i	i	i	i	i	i	-2
- O=C(CCn1nc(-c2ccccc2)ccc1=O)N1CCOCC1
→ i	i	0.2	i	i	i	i	i	i	i	17
- S=c1nc(-c2ccccc2)c(-c2ccccc2)n[nH]1
→ i	i	-1.4	i	i	i	i	i	i	i	-2
- CN(C)c1nc(N)nc(Nc2ccccc2C#N)n1
→ i	i	1.4	i	i	i	i	i	i	i	25
- CCC(O)(CC)C(=O)NN(C(=O)CCl)c1ccccc1
→ i	i	-1.0	i	i	i	i	i	i	i	13
- O=C(CCNC(=O)C1CCN(S(=O)(=O)c2ccccc2)CC1)NCc1ccc(Cl)cc1Cl
→ i	i	0.2	i	i	i	i	i	i	i	-1
- Cc1cc2oc(=O)cc(CN3CCOCC3)c2c(C)c1Cl
→ i	i	-0.3	i	i	i	i	i	i	i	19
- COc1ccccc1CCCNC(=O)C1CCC(=O)N(CCc2cccc(F)c2)C1 (stereo not given)
→ i	i	0.1	i	i	i	i	i	i	i	-1
- CCC(C)NC(=O)C1CCN(S(=O)(=O)c2cccnc2)CC1 (stereo not given)
→ i	i	0.0	i	i	i	i	i	i	i	6
- O=C(NCCc1ccccc1)[C@@H]1CC=C[C@@H]2CCN(Cc3ccc(Cl)c(Cl)c3)C(=O)[C@@H]21
→ i	i	-0.6	i	i	i	i	i	·	i	12
- O=C1OC(/C=C/c2ccc(Cl)cc2Cl)=NC/1=C\c1cccs1
→ i	i	-0.4	i	i	i	i	i	i	i	17
- O=C(COC(=O)CCCSc1nc2ccccc2[nH]1)Nc1ccc(Cl)cc1
→ i	i	-0.2	i	·	i	i	i	i	i	45
- COc1ccc(OCC(=O)c2c(O)c3ccccc3oc2=O)cc1
→ i	i	-0.4	i	i	i	i	i	i	i	18
- O=C(OCCCN=C1NS(=O)(=O)c2ccccc21)c1ccccc1
→ i	i	-0.5	i	i	i	i	i	i	i	15
- COc1ccc(-c2cc3cccc(OC)c3oc2=O)cc1
→ i	i	-3.6	i	i	i	i	i	i	i	7
- COc1ccc2c(OC)cc(=O)n(C)c2c1
→ i	i	3.3	i	i	i	i	i	i	i	11
- Cn1c(CNC(=O)c2ccco2)nnc1SCC(=O)Nc1cccc(F)c1
→ i	i	-0.2	i	i	i	i	i	i	i	10
- S=c1[nH]nc(Cc2cccs2)n1-c1ccccc1
→ i	i	0.1	i	i	i	i	i	i	i	1
- O=C(COC(=O)/C=C/c1ccccc1)NNC(=O)c1ccc([N+](=O)[O-])cc1
→ i	i	-0.2	i	i	i	i	i	i	i	-22
